GRP78 ERSR act: inducers of ER stress response in human glioma cells | U87-MG GRP78 promoter luciferase reporter, 16 h | Potency, µM, inactives show at the highest dose activation, most hits filed as activators | hit rate 0.02% among 420,000 | AID 602332; also: potency is read from the fitted curve at half-maximal effect; series mostly up to about 76 µM; % of control where 0% means no effect; nearly all actives have a fitted effect of over 35% in size
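Stably transfected U87-MG glioma cells carrying a GRP78-based luciferase sensor; 16 h compound incubation. Luminescence end-point read 10 min after Bright-Glo addition at room temperature.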
Anesthetic bind: candidate novel general anesthetic via apoferritin binding. hit rate 0.074% among 350,000. AID 485281. apoferritin/1-aminoanthracene competitive binding, fluorescence. P02791. Potency, µM (titrated, usually from 77.5 µM), without a hit: top-dose activity change, negative = displacement, usual class: inhibitors; also: potency is read from the fitted curve at half-maximal effect; % is scaled to controls: 0 for no effect and ±100 for the full control effect; nearly all actives have a fitted effect of over 20% in size
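In PBS, apoferritin at 10 uM is loaded with 1-AMA from a 50% saturated solution. After 10 min of compound exposure at ambient temperature, reduced 535 nm fluorescence indicates probe displacement.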
POLH inh: DNA polymerase eta (human) inhibition | Q9Y253 | recombinant Pol eta, fluorescent DNA replication assay | Potency, µM (highest dose often 114 µM), for the others: top-dose activity change, negative = inhibition, most hits filed as inhibitors | hit rate 1.2% among 390,000 | AID 588591; also: potency is read from the fitted curve at half-maximal effect; % is scaled to controls: 0 for no effect and ±100 for the full control effect
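Fluorescent replication assay: 50 nM final substrate added after a 15 min room-temperature compound preincubation with 10 nM enzyme. Signal taken at 0 min and again at 10 min.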
APEX1 inh: blocks human APE1 abasic DNA cleavage. hit rate 0.35% among 350,000. Potency, µM (top dose mostly 65.8 µM), for inactives: at the top dose activity change, negative = inhibition, hits mostly inhibitors. recombinant APE1, TAMRA/BHQ-2 abasic DNA cleavage fluorescence. P27695;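 also: potency is read from the fitted curve at half-maximal effect; plate controls were vehicle for no effect and reference inhibitor for full effect; nearly all actives have a fitted effect of over 55% in size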
Target sequence (P27695 whole entry, looked up): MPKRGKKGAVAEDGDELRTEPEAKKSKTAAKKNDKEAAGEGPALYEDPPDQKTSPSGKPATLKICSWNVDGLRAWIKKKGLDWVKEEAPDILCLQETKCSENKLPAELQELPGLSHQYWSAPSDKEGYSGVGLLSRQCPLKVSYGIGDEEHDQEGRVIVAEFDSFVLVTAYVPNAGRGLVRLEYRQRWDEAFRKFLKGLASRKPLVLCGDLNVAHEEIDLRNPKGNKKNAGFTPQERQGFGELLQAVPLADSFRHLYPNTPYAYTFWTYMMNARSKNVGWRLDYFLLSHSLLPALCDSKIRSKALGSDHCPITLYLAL
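APE1 at 0.75 nM final was preincubated with compound 15 min at room temperature, then 50 nM double-stranded THF abasic-site substrate (5'-TAMRA/3'-BHQ-2) was added. Fluorescence (ex 525/em 598 nm) was read kinetically; third-minus-first read gave activity.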
BLM inh: inhibitors of human Bloom syndrome helicase BLM. P54132. recombinant BLM DNA unwinding, fluorescence dequenching. Potency, µM (doses to about 56.1 µM), for the others: at the highest dose activity change, negative = inhibition, most hits filed as inhibitors. hit rate 0.2% among 350,000. AID 2528;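 also: potency is read from the fitted curve at half-maximal effect; plate controls were vehicle for no effect and no enzyme for full effect; nearly all actives have a fitted effect of over 35% in size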
POLB inh: inhibitors of human DNA polymerase beta; P06746; Pol beta primer extension/strand displacement, fluorescence kinetic; Potency, µM (top dose mostly 114 µM), without a hit: top-dose activity change, negative = inhibition, hits mostly inhibitors; hit rate 1.3% among 340,000; AID 485314; also: potency is read from the fitted curve at half-maximal effect; % is scaled to controls: 0 for no effect and ±100 for the full control effect
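Enzyme-only controls used 10 nM Pol beta; buffer lacking enzyme served as negative control. Compound preincubated 15 min, then 50 nM substrate added; 0 and 10 min reads at room temperature.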
POLI inh: blocks human DNA polymerase iota activity; AID 588590; Potency, µM (titrated, usually from 115 µM), inactives show at the top dose activity, negative = inhibition, most hits filed as inhibitors; hit rate 1% among 390,000; Pol iota fluorescent replication assay, 10 min; Q9UNA4; also: potency is read from the fitted curve at half-maximal effect
Target sequence (Q9UNA4 whole entry, looked up): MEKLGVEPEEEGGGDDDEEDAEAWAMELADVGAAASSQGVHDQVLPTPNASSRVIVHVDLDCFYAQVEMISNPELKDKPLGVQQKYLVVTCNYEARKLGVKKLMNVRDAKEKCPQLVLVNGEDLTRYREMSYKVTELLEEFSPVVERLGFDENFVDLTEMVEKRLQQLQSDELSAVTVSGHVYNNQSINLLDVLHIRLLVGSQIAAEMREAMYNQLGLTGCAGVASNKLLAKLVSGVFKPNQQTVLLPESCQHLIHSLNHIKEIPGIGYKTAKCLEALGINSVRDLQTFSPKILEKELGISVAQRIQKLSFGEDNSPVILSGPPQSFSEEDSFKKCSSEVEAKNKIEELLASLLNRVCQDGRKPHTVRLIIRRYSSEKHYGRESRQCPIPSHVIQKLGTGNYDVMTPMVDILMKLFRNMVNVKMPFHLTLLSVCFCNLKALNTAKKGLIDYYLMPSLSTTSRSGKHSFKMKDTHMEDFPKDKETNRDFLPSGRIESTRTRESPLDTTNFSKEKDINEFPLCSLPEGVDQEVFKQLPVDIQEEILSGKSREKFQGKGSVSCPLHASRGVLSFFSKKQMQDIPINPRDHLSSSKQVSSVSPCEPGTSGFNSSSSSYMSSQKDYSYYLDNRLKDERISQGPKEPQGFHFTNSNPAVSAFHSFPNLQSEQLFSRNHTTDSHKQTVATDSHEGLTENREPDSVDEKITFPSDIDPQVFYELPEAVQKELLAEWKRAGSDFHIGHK
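Pol iota at 10 nM preincubated 15 min with compounds at room temperature; reaction started with fluorescent substrate, 50 nM final. Fluorescence read kinetically at 0 and 10 min; buffer-only wells as negative control.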
LDHA inh: LDHA (human) enzyme inhibition | P00338 | purified LDHA, NADH/diaphorase-resazurin fluorescence; stronger effect = lower value | activity change, % (values are at about 110 or 230 µM) | hit rate 0.15% among 480,000; in the data active = activity change below about -30%; inconclusive = mostly about -25% to -30%;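 also: plate controls were DMSO wells for no effect and wells without enzyme for full effect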
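Human LDH5 at 2 nM final in Tris HCl pH 7.4 with 0.06 mM NADH and 0.2 mM pyruvate, reacted 5 minutes at room temperature. Remaining NADH coupled via diaphorase/resazurin; resorufin fluorescence read at 0 and 20 minutes, normalized to enzyme-free and DMSO wells.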
POLK inh: inhibitors of human DNA polymerase kappa. Q9UBT6. purified Pol kappa, fluorescent DNA synthesis assay, 10 min. Potency, µM (top dose mostly 107 µM), for inactives: at the highest dose activity, negative = inhibition, most hits filed as inhibitors. hit rate 0.53% among 400,000. AID 588579; also: potency is read from the fitted curve at half-maximal effect; % is scaled to controls: 0 for no effect and ±100 for the full control effect
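Kinetic fluorescence screen: compound preincubated 15 min RT with 10 nM enzyme; 50 nM substrate (final) initiates; reads at 0/10 min.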
* marks the source's active call; other numbers are inactive results; ? = inconclusive; . = no result given; & = joins results of further samples; [ ] = remark or other dose. Unless noted, calls follow the shape of the dose curve; as a rule, active = well fitted curve in the direction sought with a large enough effect; inconclusive = small, poorly fitted or top-dose-only effect, or another doubt; inactive = no such curve, though single readings can be large; an effect the other way counts as inactive or inconclusive. Only part of the results is shown. The share of hits here may be higher or lower than overall.

Compound	GRP78 ERSR act	Anesthetic bind	POLH inh	APEX1 inh	BLM inh	POLB inh	POLI inh	LDHA inh	POLK inh
Nc1ccc2c(c1)ncn2CCCn1cnc2cc(N)ccc21	-5%	-8%	-2%	1%	-1%	25%	?	-2	-15%
COc1ccc(/C=C2\CCCC3C2=NN(C(=O)c2ccco2)C3c2ccc(OC)c(OC)c2)cc1OC (centres undefined)	-4%	-15%	-10%	-2%	-8%	-2%	15%	0	-11%
CC(=O)c1c(O)cc(=O)n(-c2ccccc2)c1-c1ccc(C)cc1	-3%	-6%	-9%	19%	-3%	27%	-14%	-2	-14%
O=C(COC(=O)C12CC3CC(CC(C3)C1)C2)NCCCc1ccccc1	-2%	?	-9%	7%	-2%	8%	4%	0	-6%
CC1=C(C(=O)OCC2CCCCC2)C(c2cccc(O)c2)NC(=O)N1 (centres undefined)	.	-1%	.	6%	0%	26%	.	.	.
CCOC(=O)CSc1nc2ccccc2c(=O)[nH]1	-4%	-13%	-9%	-2%	-2%	6%	-2%	-10	-20%
O=C(c1cc(C(F)(F)F)cc(C(F)(F)F)c1)N1CCC2(CC1)CCN(c1ncccn1)CC2	-1%	.	.	-1%	1%	.	.	.	-13%[60.1 µM]
CCOC(=O)C(C)NC(=O)c1cn(-c2ccc(OC)cc2)c(=O)c2ccccc12 (centres undefined)	0%	4%	-8%	-13%	0%	0%	42%[activator]	-3	8%[60.1 µM]
COc1ccc(Br)cc1CN1CCN(c2ncccn2)CC1	-4%	.	?	.	.	.	-11%[58.9 µM]	-9	-28%
CC1(C)OC(=O)C(=NNc2ccc(Br)cc2)C(=O)O1	5%	-2%	-5%	-3%	3%	33%	2%	-5	-17%
CCOC(=O)C1CCN(C(=O)c2oc3ccc(S(=O)(=O)N4CC(C)CC(C)C4)cc3c2C)CC1 (centres undefined)	-4%	-17%	-13%	-4%	-9%	1%	7%	-1	-12%
COc1cc(NC(=O)c2c(OC)cccc2OC)ccc1NC(=O)c1cc2ccccc2o1	4%	89%[activator]	-21%	-8%	-11%	0%	3%	0	-3%
O=C1CCCc2nn(-c3ccccc3)nc21	5%	-3%	-4%	-5%	2%	14%	18%	6	-15%
COC(=O)C1(CC2CC(c3ccc(Cl)cc3)=NO2)CCN(C(=O)OC(C)(C)C)CC1 (centres undefined)	-2%	.	-13%	-11%	.	.	23%	4	7%
CCNc1ccc(S(=O)(=O)N(C)C)cc1NCC(=O)Nc1ccccc1Cl	-4%	?	-4%	-1%	1%	-13%	21%	-3	-11%
O=C1CCCN1CCCNc1ncnc2c1[nH]c1ccccc12	-1%	-10%	-1%	-3%	-4%	31%	31%[activator]	-13	-12%
COCCCNC(=O)CNC(=O)c1nn(-c2ccc(OC)c(Cl)c2)c(=O)c2ccccc12	-1%	-8%	?	-13%	-2%	48%	-8%	-9	-14%
Cc1cnc(NC(=O)CCCSc2nc3ccccc3s2)s1	-7%	-9%	-16%	?	1%	-4%	7%	-5	0%
COc1ccc(NC(=O)c2cccnc2Nc2ccccc2)cc1	-4%	-13%	-19%	11%	-9%	19%	7%	-7	-10%
CCCC1(C(=O)OC)NC(c2ccco2)C2C(=O)N(C)C(=O)C21 (centres undefined)	-3%	-4%	-21%	2%	-3%	-18%	83%[activator]	-4	-22%
c1ccc(-c2cc3c(NCC4COc5ccccc5O4)ncnc3s2)cc1 (centres undefined)	-8%	3%	4%	-5%	-8%	0%	4%	-7	-11%
O=C(Nc1ccc(-n2ccnc2P(=O)(O)c2ccccc2)cc1)c1ccccc1Br	-3%	-20%	0%	5%	-1%	-1%	2%	-2	-23%
CCCn1c(CCNC(=O)c2ccco2)nc2ccccc21	-1%	8%	2%	54%[activator][12.4 µM]	1%	-15%	-16%	-4	-7%
CC1=C(C(=O)OCc2ccccc2)C(c2ccc(Cl)cc2)NC(=O)N1C (centres undefined)	-6%	-11%	-19%	40%	-6%	2%	-6%	-4	-17%
O=C(CSc1nnc(-c2ccncc2)n1CC1CCCO1)Nc1ccccc1Cl (centres undefined)	-2%	-2%	-2%	8%	-1%	-28%	127%[activator]	-10	-2%
CCSc1nnc(-c2cnn(-c3ccccc3)c2-n2cccc2)n1C	-2%	-7%	-9%	-2%	-5%	5%	-5%	2	-8%
CCCCN(CCCC)c1nc2ccccc2nc1NS(=O)(=O)c1ccc(NC(C)=O)cc1	-1%	-15%	-9%	2%	-7%	0%	-13%	-1	1%
O=C(COc1ccccc1)NCCc1csc(-c2ccc(Cl)cc2)n1	1%	?	-21%	.	-3%	-30%	20%	1	-5%[60.1 µM]
CCOC(=O)CSc1nnc(CNC(=O)c2ccc(S(=O)(=O)N3CCCCC3)cc2)n1C	-3%	-15%	-4%	0%	1%	-1%	-6%	5	3%
CCOC(=O)C1(Cc2ccc(OC)cc2)CCN(C(=O)C2CCCO2)CC1 (centres undefined)	2%	-9%	-4%	-3%	-1%	-19%	-5%	0	-2%
COc1ccc(-c2nnc(SCC(=O)N3CCC(C)CC3)o2)cc1	-1%	-18%	-17%	.	1%	2%	39%[activator]	4	-8%
COc1ccc(CN/C=C2\CCCCC2=O)cc1	0%	-9%	-13%	-1%	-1%	-4%	2%[58.9 µM]	7	-7%
CC12CCC(C(=O)NCc3ccccn3)(OC1=O)C2(C)C (centres undefined)	-2%	-8%	-10%	-1%	-4%	-16%	9%	-6	-6%
Cc1ccccc1-c1nccc(NCc2cccs2)n1	2%	.	.	12%	-17%	.	.	.	0%[60.1 µM]
O=C(CCS(=O)(=O)Cc1ccccc1)N1CCN(Cc2ccccc2)CC1	-3%	-1%	10%	-1%	2%	?	-4%	-3	-5%[60.1 µM]
CCCn1c(SCC(=O)Nc2sc(C)c(C)c2C(=O)OC)nc2c1c(=O)n(C)c(=O)n2C	.	-13%	.	0%	0%	-10%	.	.	.
Cn1c(=O)c2c(nc(N3CCOCC3)n2Cc2c(F)cccc2Cl)n(C)c1=O	-3%	-7%	-14%	-1%	-1%	1%	23%	0	-9%
N/C(=N\OC(=O)C12CC3CC(CC(C3)C1)C2)c1ccncc1	2%	3%	1%	20%	-6%	24%	151%[activator]	1	-4%
O=C(Nc1ccc(F)c(F)c1)C1CCN(S(=O)(=O)c2cccc3nonc23)CC1	-6%	-14%	10%	-25%	-1%	47%	115%[activator]	-6	-16%
CC(=O)c1cccc(NC(=O)CC2SC(N3CCCCC3)=NC2=O)c1 (centres undefined)	-2%	?	-12%	11%	1%	12%	5%	-12	-5%
Cc1ccc(Cl)c(OC(=O)C2CSC3(C)CCC(=O)N23)c1 (centres undefined)	-3%	.	-19%	-3%	.	.	25%	-7	-22%
COCc1c(C(=O)OCC(=O)N2CCCC2=O)oc2ccccc12	-2%	.	-6%	-7%	.	.	-2%	-13	-7%
O=C(Cc1ccc(Cl)cc1)Nc1ccc2c(c1)C(=O)NC2=O	-4%	-5%	-10%	17%	3%	33%	-24%	-7	-3%
Nc1n[nH]c(-c2ccccc2[N+](=O)[O-])n1	-2%	3%	-11%	-3%	-2%	24%	53%[activator]	-7	-6%
Cc1ccc2oc(-c3ccco3)nc2c1	5%&-2%	-18%	6%	2%	-3%	24%	7%&-7%	0&1	-23%&-22%
Cn1nnc2c(C(N)=O)ncn2c1=O	0%&-5%	10%&0%	.	14%&0%	1%&1%&-3%	-13%	.	.	18%[60.1 µM]
Cc1nccc(-c2cc(-c3ccc(Cl)cc3Cl)no2)n1	3%	-9%	-13%	6%	1%	-13%	1%[58.9 µM]	-9	-4%
CCOC(=O)N1C(=O)[C@](c2ccc(Cl)cc2)(C(C)C)N1C(=O)OCC	3%	-1%	-13%	30%	-6%	-19%	?	-1	-1%
Cn1c(N=Nc2ccc(N3CCOCC3)cc2)[n+](C)c2ccccc21	16%	?	-25%	-6%	0%	3%	130%[activator]	22	-10%
Cc1cc(C)c(NC(=O)CSc2ccc3nnc(CCNC(=O)c4ccccc4)n3n2)c(C)c1	2%	-6%	-14%	-1%	4%	6%	3%	-1	2%

(cont.)
Compound	GRP78 ERSR act	Anesthetic bind	POLH inh	APEX1 inh	BLM inh	POLB inh	POLI inh	LDHA inh	POLK inh
COc1cccc(CNC(=O)C(Cc2ccccc2)n2cccc2)c1 (centres undefined)	-8%	-15%	-6%	-2%	3%	-1%	9%	-5	-7%
COc1cccc(Oc2nccc(N(C)C)c2C#N)c1	3%	-5%	-7%	-4%	-3%	21%	2%	-1	-3%
CCCCC1=CC2=CC(=O)C(C)(OC(=O)CC)C(=O)C2=CN1Cc1ccc2c(c1)OCO2 (centres undefined)	-3%	-12%	-3%	1%[12.4 µM]	-3%[12.4 µM]	-21%	12%	-3	-17%
Cn1c(=O)[nH]c(=O)c2c1ncn2CCN1CCOCC1	14%	-1%	-21%	-4%	-1%	-21%	?	-3	-4%
CCn1c2c(c(=N)c3ccccc31)CCC2	-4%	-3%	-10%	-2%	4%	18%	213%[activator]	-4	-13%
N#C/C(=C\N1CCOCC1)c1ccccc1	1%	0%	-7%	-4%	1%	0%	21%	-4	2%
CCc1ccc(NC(=O)Cn2c(=O)n(Cc3nc(C)no3)c(=O)c3cc4c(cc32)OCO4)cc1	-1%	?	11%	.	-2%	1%	22%	-2	8%
CCOc1ccc(N2C(=O)/C(=C/c3ccco3)N(C)C2=S)cc1	-3%	-5%	-1%	6%	-4%	?	0%	0	-5%
CC(C)CCNC(=O)C(c1ccco1)N(Cc1cccs1)C(=O)Cn1nnc2ccccc21 (centres undefined)	-4%	-23%	-17%	-2%	-6%	0%	16%	2	-9%

Screens as filed in PubChem BioAssay.
